Screening data from PubChem.
TAAR1 antagonist: human TAAR1 antagonism | CHO RD-HGA16 TAAR1, Fluo-8 calcium fluorescence, antagonist | Q96RJ0 | 360,000 compounds, 1.5% hits | AID 624466 | inhibition, % at 3 µM;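 active = inhibition above a per-plate cutoff, the mean inhibition of test compounds on that plate plus 3 SD, cut at about 49% in these data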;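 note: 0% = DMSO plus EC80 beta-PEA response and 100% = DMSO alone without agonist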
Target sequence (Q96RJ0 whole entry, looked up): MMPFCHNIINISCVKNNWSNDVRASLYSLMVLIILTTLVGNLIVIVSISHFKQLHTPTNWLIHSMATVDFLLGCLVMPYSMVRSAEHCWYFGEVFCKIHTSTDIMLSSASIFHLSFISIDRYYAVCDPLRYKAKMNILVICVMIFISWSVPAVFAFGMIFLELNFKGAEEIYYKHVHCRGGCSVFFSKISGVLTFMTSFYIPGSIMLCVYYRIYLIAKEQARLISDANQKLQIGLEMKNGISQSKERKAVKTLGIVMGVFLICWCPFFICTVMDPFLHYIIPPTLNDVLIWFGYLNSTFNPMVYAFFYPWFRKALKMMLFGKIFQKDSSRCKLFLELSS
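Test system: CHO RD-HGA16 cells bearing hTAAR1 | Reagent: β-PEA, EC80 | Compound dosing: 3 µM, single point | Schedule: Dye loading 75 min at 37 °C, then 30 min room temperature | Signal: Calcium fluorescence with Fluo-8 | Evaluation: Percent inhibition of PEA-evoked calcium signal, max/basal emission ratio | Control set: DMSO-only wells and EC80 β-PEA-stimulated wells | Repeats: Singlicate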
M1 ag: human M1 muscarinic receptor agonism; P11229; CHO-K1 hM1, Fluo-8 calcium fluorescence, agonist mode; 0% DMSO, 100% acetylcholine EC100; activation, % at 3 µM; 360,000 compounds, 0.33% hits; AID 588814;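 active = activation above the run's mean compound activation plus 3 SD, cut at about 16% in these data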;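 note: peak over basal fluorescence ratio within a 140 s kinetic read after compound addition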
CHO-K1 Ca antag: M1 antagonist counterscreen hit in parental CHO-K1 cells. ATP-induced calcium, Fluo-8 fluorescence. inhibition, % at 3 µM. 360,000 compounds, 0.6% hits;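 active = inhibition above a per-plate cutoff, the plate's mean sample inhibition plus 3 SD, cut at about 24% in these data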;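 note: 0% = DMSO plus EC80 ATP and 100% = DMSO alone without ATP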
CHO parental Ca: counter-screen: ATP calcium response change in parental CHO cells; inhibition, % at 5.6 µM; parental CHO-K1, ATP-induced calcium, Fluo-8 fluorescence; 330,000 compounds, 0.63% hits; AID 463079;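 active = inhibition above that plate's mean sample inhibition plus 3 SD, cut at about 26% in these data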;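 note: 0% = ATP-challenged DMSO wells and 100% = DMSO wells without ATP; some compounds past the cut are filed as inactive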
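test system = CHO parental line | reagent = ATP stimulus | measured by = intracellular calcium via Fluo-8 no-wash fluorescent dye | control set = ATP and no-ATP DMSO wells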
M1 ag parental: nonselective activator or artifact in parental CHO-K1 cells. 360,000 compounds, 0.48% hits. activation, % at 3 µM. Fluo-8 calcium fluorescence; scaled to maximal ATP response, vehicle zero; in the data active = activation above about 15%;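 note: untransfected CHO-K1 host cells lacking M1 receptor as counterscreen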
M1 PAM parental: nonselective activator or artifact in parental CHO-K1 calcium assay; ATP EC20, Fluo-8 calcium fluorescence; 0% at ATP EC20, 100% at ATP max; activation, % at 3 µM; 360,000 compounds, 0.02% hits; AID 602247;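 active = activation above the run cutoff, the mean activation of all test compounds plus 3 SD, cut at about 40% in these data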;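 note: peak over basal fluorescence ratio in a 140 s read after ATP addition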
V1aR counter: activates human V1a receptor in oxytocin agonist counter-screen. CHO-V1R cells, Fluo-8 calcium fluorescence, agonist mode; 0% DMSO, 100% 3 nM vasopressin. 320,000 compounds, 0.25% hits. P37288. AID 2797. activation, % at 3 µM;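 active = activation above the mean activation of all tested compounds plus 3 SD, per screening run, cut at about 20% in these data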;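 note: signal is peak over basal fluorescence ratio across a 100 second FLIPR read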
TAAR1 ag: agonists of human TAAR1; activation, % at 3 µM; 360,000 compounds, 0.99% hits; CHO RD-HGA16 TAAR1, Fluo-8 calcium fluorescence; vehicle wells 0%, saturating PEA agonist 100%;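 active = activation above the mean activation of all test compounds in the run plus 3 SD, cut at about 38% in these data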
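Test system: RD-HGA16 (CHO) cells co-expressing Gα16 and hTAAR1 | Doses: Single dose, 3 µM | Schedule: 17-24 h seeding, 75 min 37 °C dye, 30 min RT | Evaluation: % activation from peak over basal fluorescence ratio, DMSO-to-PEA scaled | Technique: Kinetic Fluo-8 calcium fluorescence | Benchmarks: Low control DMSO, high control PEA (EC100)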
OXTR potentiate: potentiators of human oxytocin receptor | CHO-OTR cells, Fluo-8 calcium fluorescence, potentiator mode; 0% = oxytocin EC15, 100% = EC100 | AID 2445 | 320,000 compounds, 0.061% hits | activation, % at 3 µM | P30559;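 active = activation above that plate's cutoff, the mean activation of tested compounds plus 3 SD, cut at about 6.6% in these data, passing the limit was not always enough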;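 note: 100% uses oxytocin at 75 nM as the full agonist control; some results filed as inactive read as strong as hits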
Target sequence (P30559 whole entry, looked up): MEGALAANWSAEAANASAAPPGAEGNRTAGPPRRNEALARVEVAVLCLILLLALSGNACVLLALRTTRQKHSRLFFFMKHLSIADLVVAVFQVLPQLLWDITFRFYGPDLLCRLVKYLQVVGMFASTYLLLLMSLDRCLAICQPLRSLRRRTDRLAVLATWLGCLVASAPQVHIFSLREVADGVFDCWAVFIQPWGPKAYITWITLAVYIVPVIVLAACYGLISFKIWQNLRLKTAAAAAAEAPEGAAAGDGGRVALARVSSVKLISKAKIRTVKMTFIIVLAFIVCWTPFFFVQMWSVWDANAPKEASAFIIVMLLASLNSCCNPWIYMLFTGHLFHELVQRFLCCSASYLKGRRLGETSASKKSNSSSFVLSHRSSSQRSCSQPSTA
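assay system = CHO-OTR cells, human receptor | schedule = compound 6 min at room temperature before oxytocin, 100 s read | detection = Fluo-8 intracellular calcium fluorescence, ex 470-495, em 515-575 nm | evaluation = normalized max/min fluorescence ratio, % activation | control set = EC15 oxytocin alone as 0%, 75 nM oxytocin (EC100) as 100%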
Starred values were filed as active, the others as inactive; . = no result given.

SMILES | TAAR1 antagonist | M1 ag | CHO-K1 Ca antag | CHO parental Ca | M1 ag parental | M1 PAM parental | V1aR counter | TAAR1 ag | OXTR potentiate
CCN(CC)C(=O)Cn1nc(-c2ccccc2O)nc1SCC(=O)Nc1ccc(OC)cc1 | -6 | -1 | 5 | -10 | -0.2 | -9 | 0.5 | 5 | -5
CN(C)CCCOC(=O)COc1ccc(C(C)(C)C)cc1 | -7 | -7 | -2 | -6 | 0.8 | -7 | 0.6 | 4 | 2
Cc1cccc(-n2nc3c(c2NC(=O)c2ccco2)CSC3)c1C | -3 | -5 | 0 | -9 | 0.2 | 7 | 0.7 | 8 | -10
COCCOC(=O)c1c(C)oc2ccc(OC(=O)COc3c(F)c(F)c(F)c(F)c3F)cc12 | 10 | -5 | -7 | 4 | 0.7 | 16 | -0.6 | 2 | -13
CC(C)Cc1nc2oc3c(NCC(C)O)ncnc3c2c2c1CCCC2 (centres undefined) | 14 | -2 | 4 | -15 | 3.2 | 7 | 0.1 | 3 | 5
O=C(N/N=C/c1cccnc1)c1ccc(O)cc1 | -9 | -4 | -13 | 1 | 0.1 | 14 | -0.6 | 15 | -6
O=C(CCc1ccc(O)c(O)c1)NNC(=S)NCCc1ccccc1 | -27 | -6 | -2 | 3 | 0.1 | 6 | -0.3 | 13 | -4
Cc1cccc2c1NC(=O)C21OCC(CO)([N+](=O)[O-])CO1 (centres undefined) | -3 | 0 | 6 | -3 | 1.2 | -6 | 1.7 | 6 | -1
COc1ccc(OCCn2nnc(-c3ccc(Cl)cc3)n2)cc1 | -8 | 0 | 3 | 0 | -0.2 | 5 | 0.3 | 1 | -3
Cc1ccc(-c2cc(C(F)F)n3ncc(C(=O)NN4CCCCC4)c3n2)cc1 | -10 | -6 | -12 | -10 | 2.9 | 20 | -1.5 | 0 | -12
CC(CCc1ccccc1)NC(=O)COC(=O)c1cccc(N(C)C)c1 (centres undefined) | -7 | -5 | 9 | -30 | 0.5 | -3 | 0.6 | -1 | -8
O=C(Nc1ccc2c(c1)OCO2)C1Cc2c(-c3ccccc3Oc3ccccc3)ccnc2O1 (centres undefined) | 5 | -2 | -6 | . | 0.5 | 8 | . | -1 | .
O=C(CCCOc1ccccc1)Nc1nc2ccccc2[nH]1 | -18 | -4 | -3 | -8 | 0.1 | 1 | 0.2 | 0 | 2
c1ccc(OCCCn2nnc(-c3cccnc3)n2)cc1 | -3 | -5 | -13 | -3 | 0.9 | 6 | -0.5 | 10 | -5
O=C(COC(=O)c1cc(-c2cccs2)nn1-c1ccccc1)Nc1ccc(Cl)c([N+](=O)[O-])c1 | 33 | -4 | 2 | 8 | 1.4 | -7 | 0.1 | 3 | -3
COc1ccc(-n2cnnc2SCc2csc(-c3ccccc3)n2)cc1 | 0 | -6 | -6 | -22 | 0.7 | 17 | 0.1 | 4 | -2
COc1ccc(N=Cc2[nH]c3ccccc3c2O)cc1 | 0 | -5 | 12 | -1 | -0.2 | -10 | 0.9 | 6 | 4
CCCC(c1nnnn1Cc1cccs1)N1CCN(c2ccc(OC)cc2)CC1 (centres undefined) | -3 | -4 | -10 | -28 | 1.9 | 13 | -0.9 | 7 | -8
CCOC(=O)c1nnsc1Nc1ccc(C)c(C)c1 | -21 | -5 | -11 | -14 | -0.2 | 15 | -0.1 | -1 | -9
Clc1ccc(C2=Nc3cc(Cl)ccc3OC2)cc1 | -21 | -3 | -5 | -12 | -0.1 | -1 | 0.9 | 3 | -2

In a second layout: results already given.
Every second line gives: TAAR1 antagonist	M1 ag	CHO-K1 Ca antag	CHO parental Ca	M1 ag parental	M1 PAM parental	V1aR counter	TAAR1 ag	OXTR potentiate
- c1ccc(OCCCn2nnc(-c3cccnc3)n2)cc1
→ -3	-5	-13	-3	0.9	6	-0.5	10	-5
- O=C(COC(=O)c1cc(-c2cccs2)nn1-c1ccccc1)Nc1ccc(Cl)c([N+](=O)[O-])c1
→ 33	-4	2	8	1.4	-7	0.1	3	-3
- COc1ccc(-n2cnnc2SCc2csc(-c3ccccc3)n2)cc1
→ 0	-6	-6	-22	0.7	17	0.1	4	-2
- COc1ccc(N=Cc2[nH]c3ccccc3c2O)cc1
→ 0	-5	12	-1	-0.2	-10	0.9	6	4
- CCCC(c1nnnn1Cc1cccs1)N1CCN(c2ccc(OC)cc2)CC1 (centres undefined)
→ -3	-4	-10	-28	1.9	13	-0.9	7	-8
- CCOC(=O)c1nnsc1Nc1ccc(C)c(C)c1
→ -21	-5	-11	-14	-0.2	15	-0.1	-1	-9

(next part)
SMILES | TAAR1 antagonist | M1 ag | CHO-K1 Ca antag | CHO parental Ca | M1 ag parental | M1 PAM parental | V1aR counter | TAAR1 ag | OXTR potentiate
COc1c2ccoc2nc2c(OC)cccc12 | -19 | -1 | -16 | -10 | -0.2 | 14 | -1.0 | 4 | 3
COc1ccc(-c2c(C)cc3oc(=O)cc(-c4ccccc4)c3c2C)cc1C=O | -33 | 0 | -3 | -19 | -0.3 | -12 | . | 8 | .
Cc1cccc(-c2cc3nc(C)cc(N4CC(C)CC(C)C4)n3n2)c1 (centres undefined) | -15 | -2 | -13 | -32 | 0.1 | 21 | 1.5 | 70* | -5
Cc1cccc(Oc2ccccc2NC(=O)CSCC(=O)Nc2cc(C)on2)c1 | 39 | -2 | 2 | . | 4.8 | -5 | . | 0 | .
CC(=O)N1CCc2cc(Br)cc(S(=O)(=O)NCCN3CCCCC3C)c21 (centres undefined) | 4 | -7 | -6 | -11 | 0.3 | 17 | -0.5 | 0 | -1
Cc1ccccc1CCN1CCCC(CN(C)C(=O)C(=O)c2ccco2)C1 (centres undefined) | -12 | -7 | -1 | -19 | 0.1 | -11 | 0.1 | 1 | -4
CC(C)(C)N(Cc1ccccc1)C(=O)c1cccs1 | -18 | -5 | -13 | -17 | -0.1 | -3 | -1.1 | -3 | -2
Cc1oc(C(N)=O)nc1-c1ccccc1 | -13 | 0 | 5 | 10 | 0.1 | -4 | -1.8 | 2 | -4
CCCC1=C([O-])C2N=CC=CC2=[N+](c2ccccn2)C1=O (centres undefined) | -7 | -6 | -5 | -6 | -0.1 | 24 | -0.4 | 4 | 1
Cc1ccc(NC(=O)c2cccc(NC(=O)CCC(=O)O)c2)cc1C | 5 | -7 | -3 | 2 | 0.4 | 12 | 1.7 | 2 | 1
CC1CCN(CCCNC(=O)CCNC(=O)Cn2cnc3ccccc3c2=O)CC1 | -3 | -7 | -15 | -18 | 0.8 | -25 | 1.2 | 0 | 6
N/C(=N\OC(=O)Cc1ccc(-c2ccccc2)cc1)c1ccccn1 | -9 | -3 | 9 | -8 | 0.6 | -2 | 3.7 | 7 | -15
CS(=O)(=O)Nc1ccc2c(c1)C(=O)OC2 | -8 | -1 | -12 | -5 | -0.3 | 2 | 0.1 | 2 | -3
CCC(C)NCCOc1ccc(Br)cc1 (centres undefined) | -11 | -4 | 16 | -7 | 0.1 | -5 | 3.0 | 18 | -10
Cc1cccc(-n2c(C)c(C)c3c(N)ncnc32)c1 | 2 | 2 | -16 | -22 | 2.1 | 5 | 1.1 | -1 | -2
N#C/C(=C\c1cccnc1)c1ccccc1[N+](=O)[O-] | 0 | -4 | -2 | 3 | 0.1 | 19 | 1.0 | -3 | -10
Cc1cc(N2C(=O)C(O)=C(C(=O)c3cc4ccccc4o3)C2c2cccc(Br)c2)no1 (centres undefined) | -30 | -2 | -9 | -9 | 0.8 | 23 | 0.6 | 3 | -8
C#CCOc1ccc(Cl)cc1/C=N/O | -6 | -4 | -3 | 5 | 0.0 | -3 | 0.2 | 6 | -2
Cc1cc(OC(C)C(=O)N2CCN(c3ccc(F)cc3)CC2)c2c(C)cc(=O)oc2c1 (centres undefined) | -6 | 2 | 1 | -17 | -0.6 | 2 | 0.0 | 1 | 0
Cc1ccc(NC(=O)c2ccc(S(=O)(=O)N3CCOCC3)cc2)cc1 | 5 | -3 | 13 | -2 | 0.6 | -23 | 1.3 | -3 | -11

Reprinted at random: 2 records from the list
SMILES | TAAR1 antagonist | M1 ag | CHO-K1 Ca antag | CHO parental Ca | M1 ag parental | M1 PAM parental | V1aR counter | TAAR1 ag | OXTR potentiate
Cc1cccc(-n2c(C)c(C)c3c(N)ncnc32)c1 | 2 | 2 | -16 | -22 | 2.1 | 5 | 1.1 | -1 | -2
N/C(=N\OC(=O)Cc1ccc(-c2ccccc2)cc1)c1ccccn1 | -9 | -3 | 9 | -8 | 0.6 | -2 | 3.7 | 7 | -15
